Assay outcomes as filed in PubChem.
TNAP inh hiacc: human TNAP enzyme inhibitors, primary screen, biochemical, luminescent, high phosphate acceptor level, uHTS; AID 1135, 2008; inhibition, % at 20 µM; purified TNAP, CDP-star luminescence, 1 M DEA; 200,000 tested, 0.03% active; Alkaline phosphatase, tissue-nonspecific isozyme (Homo sapiens), P05186;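 active = over 50% inhibition of tissue-nonspecific alkaline phosphatase at 20 µM in the single-dose screen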;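 also: plate controls were DMSO wells for no effect and EDTA-quenched wells as full inhibition for full effect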
Target sequence (P05186 whole entry, looked up): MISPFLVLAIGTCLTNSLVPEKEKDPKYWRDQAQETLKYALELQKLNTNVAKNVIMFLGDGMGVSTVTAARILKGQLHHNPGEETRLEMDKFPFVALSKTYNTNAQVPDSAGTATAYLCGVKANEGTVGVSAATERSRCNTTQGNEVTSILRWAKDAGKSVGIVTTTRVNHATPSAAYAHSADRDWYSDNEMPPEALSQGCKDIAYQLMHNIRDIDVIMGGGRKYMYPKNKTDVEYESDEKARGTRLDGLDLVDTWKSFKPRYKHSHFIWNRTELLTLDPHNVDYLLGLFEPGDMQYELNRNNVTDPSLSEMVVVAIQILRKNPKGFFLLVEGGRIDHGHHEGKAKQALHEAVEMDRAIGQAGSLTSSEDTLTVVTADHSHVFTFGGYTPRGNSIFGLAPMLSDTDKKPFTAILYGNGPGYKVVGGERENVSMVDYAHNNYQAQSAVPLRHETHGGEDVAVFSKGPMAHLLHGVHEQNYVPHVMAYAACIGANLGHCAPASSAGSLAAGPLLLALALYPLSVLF
TNAP act hi DEA: TNAP activators at high phosphate acceptor level, primary screen, biochemical, luminescence, uHTS; Alkaline phosphatase, tissue-nonspecific isozyme (Homo sapiens), P05186; purified TNAP, CDP-star luminescence, 1 M DEA, 30 min; stronger effect = higher value; 0 = EDTA background, 1 = DMSO-only activity; activation factor at 20 µM; 200,000 tested, under 10 active;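 active = activation factor at least 2 at 20 µM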
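Test system – human TNAP · Doses – 20 µM single point · Incubation – 30 min, room temperature · Signal – luminescent substrate turnover signal · Read-out basis – activation factor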
TNAP inh noacc: human TNAP enzyme inhibitors, primary screen, biochemical, luminescent, no phosphate acceptor, uHTS | Alkaline phosphatase, tissue-nonspecific isozyme (Homo sapiens), P05186 | purified TNAP, CDP-star luminescence, 30 min | inhibition, % at 20 µM | 200,000 tested, 0.26% active | AID 1012, 2008;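 active = tissue-nonspecific alkaline phosphatase inhibition above about 50% at 20 µM in the single-dose screen, limit read from the data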;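 also: 0% = DMSO negative control and 100% = EDTA positive control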
PMI act satM6P: human PMI activators, high substrate, primary screen, biochemical, fluorescence intensity, near-saturating mannose 6-phosphate. AID 1216, 2008. coupled PMI enzyme assay, resazurin fluorescence, 20 min; stronger effect = higher value; 1 = untreated enzyme, 0 = substrate-free blank. Mannose-6-phosphate isomerase (Homo sapiens), P34949. 190,000 tested, 0.34% active. activation factor at 20 µM;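 active = activation factor of 2 or more at 20 µM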
Target sequence (P34949 whole entry, looked up): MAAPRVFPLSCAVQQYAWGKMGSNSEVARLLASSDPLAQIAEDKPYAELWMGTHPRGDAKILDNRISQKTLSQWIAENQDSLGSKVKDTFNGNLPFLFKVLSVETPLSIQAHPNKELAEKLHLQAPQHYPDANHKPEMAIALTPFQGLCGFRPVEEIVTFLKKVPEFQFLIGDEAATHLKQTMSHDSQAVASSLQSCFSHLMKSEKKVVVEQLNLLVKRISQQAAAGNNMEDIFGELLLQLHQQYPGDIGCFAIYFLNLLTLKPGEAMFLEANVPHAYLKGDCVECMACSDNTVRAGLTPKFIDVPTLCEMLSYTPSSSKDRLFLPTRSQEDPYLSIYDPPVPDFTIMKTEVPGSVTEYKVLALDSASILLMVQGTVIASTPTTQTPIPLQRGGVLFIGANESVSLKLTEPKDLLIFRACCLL
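test system = human PMI in coupled enzyme assay | medium = HEPES-buffered pH 7.4 with magnesium and detergent | also added = 1.0 mM mannose-6-phosphate substrate with 0.22 mM NADP+ | compound = 20 µM single dose | times = 20 min incubation at room temperature | measured by = resorufin fluorescence (Ex 544/Em 590 nm) from resazurin via diaphorase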
FLuc inhib CS: firefly luciferase enzyme inhibitors, primary screen, artefact control for luciferase-based inhibitor screens, biochemical, luminescence, ATPLite | 10 min | 200,000 tested, 1.5% active | inhibition, % at 10 µM | AID 1006, 2008 | Luciferin 4-monooxygenase (Photinus pyralis), P08659;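 active = inhibition above about 50% when tested at 10 µM, limit read from the data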
APP 5'UTR act: activators of APP 5'UTR luciferase reporter, primary screen, SH-SY5Y cells | SH-SY5Y APP 5'UTR luciferase reporter, luminescence; zero percent = DMSO vehicle wells | activation, % at 2 µM | 190,000 tested, 1% active;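 active = activation above a set limit, based on mean plus 3 SD of controls, cut at about 140% in these data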; also: values of inactives mirror those of a sister screen read the other way
FLuc stim CS: FLuc activators, initial screening, artefact control for FLuc-dependent activation tests, biochemical, ATPlite luminescence; Luciferin 4-monooxygenase (Photinus pyralis), P08659; ATPlite luciferase biochemical, 10 min; 0 = ATP-free wells, 1 = DMSO control; activation factor at 10 µM; 200,000 tested, under 10 active;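 active = luciferase activation factor, scaled between plate controls, of at least 2 with compound at 10 µM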
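assay system = Luciferase/luciferin detection reagent, cell-free biochemical luciferase assay | also added = ATP substrate | times = 10 min post-reagent at room temperature | measured by = luminescence from luciferase reaction | measure = luciferase activation, seen as luminescence increase over controls | benchmarks = low control with PBS replacing ATP, high control enzyme plus ATP without compound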
NF-kB expr up: activators of NF-kB expression in neurons, primary screen, cell-based, HTS | human neuronal cells, NF-kB reporter expression; stronger effect = higher value | fold change at 12.5 µM | 190,000 tested, 1.6% active; in the data active = fold change above about 3.3
bIAP activator: bovine intestinal alkaline phosphatase activators, primary screen, biochemical, bovine IAP, CDP-star luminescence; activation factor at 20 µM; alkaline phosphatase, intestinal [Bos taurus]; 200,000 tested, 0.17% active; AID 1016, 2008; purified bovine IAP, 30 min; stronger effect = higher value; fold of DMSO-control signal, blank-subtracted;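 active = activation factor of 2 or more at 20 µM, a signal rise over negative controls twice the positive control's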
PMI act: activators of human PMI, primary screen, biochemical, fluorescence intensity, near-Km mannose 6-phosphate; 190,000 tested, 0.005% active; activation factor at 20 µM; purified human PMI, coupled resazurin fluorescence, 20 min; stronger effect = higher value; 1 = vehicle control, 0 substrate-free wells; Mannose-6-phosphate isomerase (Homo sapiens), P34949;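 active = activation factor of 2 or more at 20 µM, relative to plate controls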
The depositor's hits bear a star; · = no result given.

Values run as follows: TNAP inh hiacc	TNAP act hi DEA	TNAP inh noacc	PMI act satM6P	FLuc inhib CS	APP 5'UTR act	FLuc stim CS	NF-kB expr up	bIAP activator	PMI act
> COCCNC(C(=O)Nc1ccc(C)cc1[N+](=O)[O-])c1ccccc1 (stereo not drawn)
 : 1	1	-6	0.9	-1	35	1	1.4	1	0.9
> CCS(=O)(=O)c1ccc(OC)c(N=Nc2ccc(O)c3ncccc23)c1
 : 39	0.6	40	0.8	3	-67	1	0.69	1	1
> CCOC(=O)N1CCC(N2CCN(S(=O)(=O)CC)CC2)CC1
 : -6	1.1	-13	1	-5	-10	1	1.1	1	0.9
> Cc1cccn2cc(CNC(=O)c3ccc(Br)o3)nc12
 : -6	1.1	-7	1	-2	-12	1	0.93	1	1
> O=C(CCc1ccccc1)N1CCN(CCO)CC1
 : -4	1	-16	1	-6	·	1.1	1.1	1.1	1
> Cc1cc(C(=O)Nc2ccccc2)oc1C
 : -7	1.1	-8	1.1	26	98	0.7	3.5*	1.1	1.1
> CCN(CC)S(=O)(=O)c1cccc(-c2nnc(SCC(=O)c3cc(C)n(C)c3C)o2)c1
 : -6	1.1	-10	0.9	-7	-10	1.1	0.56	0.9	0.9
> CC(C)/C=C1\CC/C(=C\c2cccnc2)C1=O
 : -5	1	-12	1	14	-19	0.9	1.4	0.9	1.1
> COc1ccc(OC)c(NC(=O)c2c(NC(=O)CNCc3ccco3)sc3c2CCC3)c1
 : -3	1	6	0.9	-4	10	1	1.5	1.1	0.9
> CCOC(=O)C(C)Oc1ccc(C2NC(=O)NC(C)=C2C(C)=O)cc1Br (stereo not drawn)
 : -6	1.1	-16	0.9	-10	3	1.1	1.1	0.9	0.9

Compound profiles, from the list above. Order of values: TNAP inh hiacc, TNAP act hi DEA, TNAP inh noacc, PMI act satM6P, FLuc inhib CS, APP 5'UTR act, FLuc stim CS, NF-kB expr up, bIAP activator, PMI act
`COCCNC(C(=O)Nc1ccc(C)cc1[N+](=O)[O-])c1ccccc1` (stereo not drawn) as listed: 1, 1, -6, 0.9, -1, 35, 1, 1.4, 1, 0.9
`CC(C)/C=C1\CC/C(=C\c2cccnc2)C1=O` as listed: -5, 1, -12, 1, 14, -19, 0.9, 1.4, 0.9, 1.1
`CCN(CC)S(=O)(=O)c1cccc(-c2nnc(SCC(=O)c3cc(C)n(C)c3C)o2)c1` as listed: -6, 1.1, -10, 0.9, -7, -10, 1.1, 0.56, 0.9, 0.9
`Cc1cccn2cc(CNC(=O)c3ccc(Br)o3)nc12` as listed: -6, 1.1, -7, 1, -2, -12, 1, 0.93, 1, 1

Further entries follow:
Values run as follows: TNAP inh hiacc	TNAP act hi DEA	TNAP inh noacc	PMI act satM6P	FLuc inhib CS	APP 5'UTR act	FLuc stim CS	NF-kB expr up	bIAP activator	PMI act
> C=CCNC(=O)COC(=O)COc1ccc(Cl)cc1
 : -5	1.1	-16	1	-4	-23	1	1.1	1	1.1
> CC(C)CCNC(=O)C(c1cccs1)N(CC1CCCO1)C(=O)Cn1nnc2ccccc21 (stereo not drawn)
 : 2	1	-8	1	-4	11	1	0.88	1	1
> O=c1/c(=C\c2cccnc2)sc2nc3ccccc3n12
 : -5	1.1	-12	1	58*	15	0.4	1.4	1	0.9
> FC(F)(F)c1ccc(/C=N/N2CCN(Cc3ccccc3)CC2)cc1
 : 1	1	-8	0.9	-5	6	1.1	1.3	0.9	0.9
> O=C(NCCN1CCOCC1)c1csc2c1CCCC2
 : -8	1.1	-12	0.9	-5	24	1	1.3	0.9	1
> CCCc1cc(C(=O)NNC(=S)NC(C)c2ccccc2)cs1 (stereo not drawn)
 : 0	1	-58	1.2	-1	21	1	0.82	0.4	1.1
> CCN(CC)S(=O)(=O)c1ccc(N2CCOCC2)c(NC(=O)c2c3c(nc4ccccc24)CCC3)c1
 : 2	1	-14	1	-7	-4	1.1	0.53	0.5	1
> O=C(CCCC(=O)OCC(=O)c1ccc(F)cc1)Nc1cc(C(F)(F)F)ccc1Cl
 : 0	1	-1	0.9	7	0	0.9	1.4	1	0.9
> CCOC(=O)c1c(C)nc(SC)c(C#N)c1-c1ccccc1
 : 1	1	-21	0.9	2	19	1	1.4	1.1	0.8
> Cc1ccc(Cl)cc1N1CCN(S(=O)(=O)c2ccc3c(c2)oc(=O)n3C)CC1
 : -2	1	-10	1	-12	16	1.1	0.95	1	1

(more compounds)
SMILES | TNAP inh hiacc | TNAP act hi DEA | TNAP inh noacc | PMI act satM6P | FLuc inhib CS | APP 5'UTR act | FLuc stim CS | NF-kB expr up | bIAP activator | PMI act
Cn1c(SCCOc2ccc(Cl)cc2)nnc1-c1ccncc1 | -1 | 1 | -5 | 1 | -5 | 6 | 1.1 | 1.2 | 1 | 1
O=C(CSc1nn(-c2ccc(Cl)cc2)c(=S)s1)NCC1CCCO1 (stereo not drawn) | -7 | 1.1 | -2 | 1.2 | -8 | -1 | 1.1 | 0.92 | 1.1 | 1.2
CCOc1ccc(C2C(C(=O)OC)=CN(CCOC)C=C2C(=O)OC)cc1 | -10 | 1.1 | -20 | 1 | -7 | -7 | 1.1 | 0.9 | 1.3 | 1
O=C(NC1CC1)C1CC(=O)N(C2CCCCC2)C1 (stereo not drawn) | -1 | 1 | -10 | 1 | -6 | -4 | 1.1 | 1.1 | 1 | 0.9
CCCCNS(=O)(=O)C1CCS(=O)(=O)C1 (stereo not drawn) | -9 | 1.1 | -8 | 0.9 | -7 | 3 | 1.1 | 1.1 | 0.8 | 1
CCNC(=O)CCSc1nnc(-c2ccco2)o1 | -1 | 1 | -6 | 1 | 0 | 7 | 1 | 1.2 | 1 | 1
CCCCCCCC(=O)NN=C1CCN(Cc2ccccc2)CC1 | -5 | 1 | 0 | 0.9 | -4 | -9 | 1 | 1.2 | 0.8 | 0.9
Cc1nn(CC(=O)Nc2ccc(C#N)cc2)c(C)c1[N+](=O)[O-] | -4 | 1 | -10 | 0.9 | -4 | 12 | 1 | 1.2 | 1 | 1
CS(=O)(=O)Nc1ccccc1C(=O)Nc1cc(Cl)cc(Cl)c1 | -6 | 1.1 | -4 | 1 | 0 | -12 | 1 | 0.75 | 0.9 | 0.9
CCCS(=O)(=O)N1CCN=C1SCc1ccc(C)cc1 | 1 | 1 | -6 | 1 | -5 | 15 | 1.1 | 1 | 0.9 | 0.9
Cc1cc(C(=O)COc2ccccc2C(N)=O)c(C)n1CC1CCCO1 (stereo not drawn) | 3 | 1 | -4 | 0.9 | 12 | 22 | 0.9 | 1.2 | 1.2 | 0.9
CN(CCC#N)C(=O)COC(=O)c1c2c(nc3ccccc13)/C(=C/c1ccco1)CC2 | 8 | 0.9 | -1 | 1.7 | 1 | 19 | 1 | 0.98 | 0.9 | 1.4
CC1CCc2nc(NC(=O)C3COc4ccccc4O3)sc2C1 (stereo not drawn) | -2 | 1 | 6 | 0.7 | 49 | 168* | 0.5 | 1.4 | 0.8 | 0.7
CCCc1cc(C(=O)Nc2ccccc2SC)no1 | 0 | 1 | -8 | 1 | 12 | 99 | 0.9 | 1.8 | 0.8 | 1
Nc1cccc(-c2cn3cc(C(F)(F)F)cc(Cl)c3n2)c1 | -2 | 1 | -1 | 0.8 | 68* | · | 0.3 | 6.8* | 0.9 | 0.8
CCOC1CCCCC1NS(=O)(=O)c1ccc(Cl)cc1 (stereo not drawn) | -7 | 1.1 | -12 | 1 | -7 | 26 | 1.1 | 1.3 | 0.8 | 1
CCOC(=O)Cc1csc(NS(=O)(=O)Cc2ccccc2)n1 | -5 | 1 | -13 | 1 | 0 | -12 | 1 | 1 | 1 | 1
CN1CCN(Cc2nc3c(c(=O)n(C)c(=O)n3C)n2Cc2cccc3ccccc23)CC1 | -3 | 1 | -12 | 0.9 | -4 | 9 | 1 | 3.6* | 1 | 0.9
CCn1c(CNc2ccc(C)cc2)nnc1SCC(=O)NCc1ccccc1 | -6 | 1.1 | -10 | 0.9 | -6 | 22 | 1.1 | 1.6 | 1.1 | 0.9
Cc1ccc(-n2c(-c3cn(C)nc3C)n[nH]c2=S)cc1 | 0 | 1 | -1 | 1 | 0 | -3 | 1 | 1.1 | 0.8 | 1.1

Among those listed so far, these contain a furan ring, fused or not.
SMILES | TNAP inh hiacc | TNAP act hi DEA | TNAP inh noacc | PMI act satM6P | FLuc inhib CS | APP 5'UTR act | FLuc stim CS | NF-kB expr up | bIAP activator | PMI act
Cc1cccn2cc(CNC(=O)c3ccc(Br)o3)nc12 | -6 | 1.1 | -7 | 1 | -2 | -12 | 1 | 0.93 | 1 | 1
Cc1cc(C(=O)Nc2ccccc2)oc1C | -7 | 1.1 | -8 | 1.1 | 26 | 98 | 0.7 | 3.5* | 1.1 | 1.1
COc1ccc(OC)c(NC(=O)c2c(NC(=O)CNCc3ccco3)sc3c2CCC3)c1 | -3 | 1 | 6 | 0.9 | -4 | 10 | 1 | 1.5 | 1.1 | 0.9
CCNC(=O)CCSc1nnc(-c2ccco2)o1 | -1 | 1 | -6 | 1 | 0 | 7 | 1 | 1.2 | 1 | 1
CN(CCC#N)C(=O)COC(=O)c1c2c(nc3ccccc13)/C(=C/c1ccco1)CC2 | 8 | 0.9 | -1 | 1.7 | 1 | 19 | 1 | 0.98 | 0.9 | 1.4

Other structures:
SMILES | TNAP inh hiacc | TNAP act hi DEA | TNAP inh noacc | PMI act satM6P | FLuc inhib CS | APP 5'UTR act | FLuc stim CS | NF-kB expr up | bIAP activator | PMI act
COc1cccc(NC(=O)C(C)Oc2ccccc2)c1 (stereo not drawn) | -5 | 1.1 | -16 | 1 | -6 | 18 | 1.1 | 1.2 | 0.9 | 1
COc1cc(C(=O)NCc2nnc(SCC(=O)N3CCC(C)CC3)o2)cc(OC)c1OC | -4 | 1 | -10 | 1 | -6 | 17 | 1.1 | 0.93 | 1 | 1
COc1ccc(C(=S)Nc2ccccc2)cc1 | -5 | 1 | -9 | 1 | 9 | 68 | 0.9 | 2 | 0.9 | 0.9
C=CCSC1=C(C#N)C2(CCCCC2)C(C#N)C(=O)N1 (stereo not drawn) | -7 | 1.1 | 3 | 1.1 | -9 | 5 | 1.1 | 1.1 | 1 | 1.1
